FUS suppressor = qHTS for Suppressors of FUS Proteinopathy: Primary screen using FUS-linked yeast assay | S. cerevisiae FUS-expressing, growth rescue, OD600, 24 h | Potency, µM (top dose mostly 76.6 µM), for the others: top-dose growth rescue (activation), actives largely listed as activators | hit rate 0.24% among 390,000;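 further: potency means the concentration at half of the fitted maximal effect; plate controls were DMSO vehicle for no effect and reference control for full effect; nearly all actives have a fitted effect of over 55% in size; some results filed as inactive show a strong effect at the top dose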
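S. cerevisiae expressing FUS from galactose induction served as the toxicity model. Growth after 24hr at 30C, read as absorbance at 600 nm, indicates suppression of toxicity; compounds dosed at several concentrations.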
Abeta yeast res = qHTS for compounds that reverse cellular toxicity of Amyloid beta (A-beta) peptide in yeast: Primary Screen | yeast expressing A-beta42, growth rescue, OD600, 48 h; response scale: 0% DMSO, 100% iron-clioquinol control | Potency, µM (series often up to 46.1 µM), without a hit: at the highest dose growth rescue, most hits filed as activators | AID 1347071, 2019 | hit rate 0.063% among 410,000; further: potency means the concentration at half of the fitted maximal effect; nearly all actives have a fitted effect of over 55% in size
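Yeast A-beta toxicity model in growth medium with pinned compounds, 48 h at 30 C; growth read as absorbance at 600 nm. Normalized to FeCl3/clioquinol equimolar mix (positive) and DMSO (negative).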
GLP-1R inv ag = qHTS of GLP-1 Receptor Inverse Agonists (Inhibition Mode); hit rate 1.6% among 410,000; Potency, µM (doses to about 38.3 µM), for inactives: at the highest dose activity change, negative = inhibition, hits mostly inhibitors; HEK293 GLP-1R CRE-luciferase, luminescence, 24 h; GLP-1R form is constitutively active; further: potency means the concentration at half of the fitted maximal effect; on the % scale 0 is the no-effect control and ±100 the full control effect; nearly all actives have a fitted effect of over 55% in size
Target sequence (P43220 whole entry, looked up): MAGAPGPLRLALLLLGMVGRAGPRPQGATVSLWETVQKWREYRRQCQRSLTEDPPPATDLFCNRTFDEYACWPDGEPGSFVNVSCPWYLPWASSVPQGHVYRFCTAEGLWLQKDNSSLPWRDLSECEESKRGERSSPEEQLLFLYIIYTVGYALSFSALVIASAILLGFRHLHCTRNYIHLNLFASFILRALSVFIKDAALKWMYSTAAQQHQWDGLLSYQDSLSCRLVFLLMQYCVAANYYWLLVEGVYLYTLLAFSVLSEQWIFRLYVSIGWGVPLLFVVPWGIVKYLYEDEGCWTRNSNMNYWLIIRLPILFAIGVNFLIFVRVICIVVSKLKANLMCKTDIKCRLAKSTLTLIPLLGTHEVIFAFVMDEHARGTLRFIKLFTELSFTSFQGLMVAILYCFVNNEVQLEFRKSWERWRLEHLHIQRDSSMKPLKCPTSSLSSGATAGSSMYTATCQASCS
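Using stably transfected HEK293 (constitutively active GLP-1R, cAMP-luciferase reporter), compounds were incubated 24 hr and luciferase measured by luminescence.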
pAkt inh = HTS Assay for Inhibitors of Akt Phophorylation: Primary Screen; Neuro2A IGF-stimulated pAkt S473 HTRF, 20 min; active compounds read low; activity change, % for hits at 50 µM; hit rate 0.32% among 360,000; AID 651550, 2012; in the data active means activity change below about -80%; inconclusive means mostly about -51% to -80%; further: on the % scale 0 is the no-effect control and ±100 the full control effect
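Single-point screen (50 µM final compound) in Neuro2A cells stimulated 20 min with 6 nM IGF at 37 deg C. After lysis, Ser473-phosphorylated Akt read by HTRF (ex 330 nm, em 615/665 nm) as the 665/615 ratio.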
aSyn yeast inh = qHTS of alpha-syn Inhibitors; hit rate 0.14% among 370,000; AID 652106, 2013; Potency, µM (top dose mostly 46.1 µM), for the others: top-dose growth rescue (activation), usual class: activators; Yeast expressing alpha-synuclein, growth rescue, BacTiter-Glo, 24 h; further: potency means the concentration at half of the fitted maximal effect; % of control where 0% means no effect; nearly all actives have a fitted effect of over 65% in size
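Screening used galactose-induced yeast with toxic alpha-synuclein levels, exposed to compound for 24 hr at 30 deg C. Cell growth, read with BacTiter-Glo luminescence, gave the measured signal.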
DRD3 antagonist = qHTS of D3 Dopamine Receptor Antagonist: qHTS | D(3) dopamine receptor (Homo sapiens), P35462 | D3R cells, DiscoveRx beta-arrestin luminescence, antagonist mode; active compounds read low | max response, negative = inhibition, % | hit rate 2.5% among 360,000 | AID 652054, 2013; in the data active means max response below about -50%; inconclusive means no clear call, values can overlap the other calls; further: on the % scale 0 is the no-effect control and ±100 the full control effect; mostly tested at two doses, the higher about 12 µM
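Cells plated overnight at 1500 cells/well, then exposed to library compounds with dopamine controls for 90 minutes at 37 degrees C. DiscoveRx reagent added for 30–60 minutes at room temperature; luminescence read, quantitative HTS format.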
GLP1R ag = qHTS of GLP-1 Receptor Agonists. Glucagon-like peptide 1 receptor (Homo sapiens), P43220. HEK293 GLP-1R CRE-luciferase, luminescence, 4-6 h; cells express a hypersensitive GLP-1R form. Potency, µM (titrated, usually from 45.6 µM), for the others: at the top dose activation, usual class: activators. hit rate 0.007% among 380,000; further: potency means the concentration at half of the fitted maximal effect; % of control where 0% means no effect
PTHR1 ag = qHTS for PTHR1 Agonists: Primary Screen | Potency, µM (series often up to 115 µM), without a hit: top-dose activation, usual class: activators | Parathyroid hormone/parathyroid hormone-related peptide receptor (Homo sapiens), Q03431 | AID 743266, 2014 | HEK293 GP2 PTHR1 cells, GloSensor cAMP luminescence, 1 h | hit rate 0.075% among 410,000; further: potency means the concentration at half of the fitted maximal effect; nearly all actives have a fitted effect of over 55% in size; some results filed as inactive show a strong effect at the top dose; inactives centre near -15; many of its hits are not listed in these tables
Target sequence (Q03431 whole entry, looked up): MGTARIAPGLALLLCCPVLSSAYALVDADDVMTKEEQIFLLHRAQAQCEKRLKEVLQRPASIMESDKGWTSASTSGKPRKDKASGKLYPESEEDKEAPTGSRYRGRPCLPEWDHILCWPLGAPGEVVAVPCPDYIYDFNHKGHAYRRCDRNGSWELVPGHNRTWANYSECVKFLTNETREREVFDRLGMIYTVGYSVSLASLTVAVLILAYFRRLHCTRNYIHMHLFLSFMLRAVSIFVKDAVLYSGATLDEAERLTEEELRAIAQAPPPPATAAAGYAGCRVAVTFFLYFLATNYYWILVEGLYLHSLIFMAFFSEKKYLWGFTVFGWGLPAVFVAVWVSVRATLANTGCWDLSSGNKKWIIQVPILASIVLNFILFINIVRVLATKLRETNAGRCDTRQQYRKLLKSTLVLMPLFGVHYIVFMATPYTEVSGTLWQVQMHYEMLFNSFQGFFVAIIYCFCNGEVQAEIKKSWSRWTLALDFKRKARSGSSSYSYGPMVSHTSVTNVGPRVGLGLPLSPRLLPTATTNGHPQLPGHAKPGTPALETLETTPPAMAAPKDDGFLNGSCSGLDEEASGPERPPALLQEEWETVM
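HEK-293-derived GP2 cells expressing PTHR1 and a GloSensor cAMP reporter, 3,000/well, plated overnight, given luciferin plus IBMX (each 0.5 mM as added) for 1 h at 37 °C, then compound for 1 h at 37 °C. Luminescence was read after 15 min at room temperature.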
TDP43 rescue = qHTS of TDP-43 Inhibitors; TDP-43 expressing yeast growth rescue, BacTiter-Glo, 24 h; Potency, µM (series often up to 46.1 µM), inactives show at the top dose growth rescue (activation), hits mostly activators; hit rate 1.8% among 410,000; AID 652104, 2013; further: potency means the concentration at half of the fitted maximal effect; % of control where 0% means no effect; nearly all actives have a fitted effect of over 50% in size
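Yeast expressing TDP-43 (pregrown in raffinose, seeded at OD600=0.02 in galactose medium) exposed to compounds 24 hr at 30 deg C. Growth read by BacTiter-Glo luminescence; rescue of toxicity appears as increased signal.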
* = called active by the depositor; i = inactive; ? = inconclusive; . = not tested or not shown; [ ] = dose if it differs, or a comment. Unless noted, the call rests on the fitted dose curve; in most records, active means well fitted curve in the direction sought with a large enough effect; inconclusive means small, poorly fitted or top-dose-only effect, or another doubt; inactive means no such curve, though single readings can be large; an effect the other way counts as inactive or inconclusive. Only part of the results is shown. The share of hits here may be higher or lower than overall.

item | structure | FUS suppressor | Abeta yeast res | GLP-1R inv ag | pAkt inh | aSyn yeast inh | DRD3 antagonist | GLP1R ag | PTHR1 ag | TDP43 rescue
1 | Cc1ccccc1OCC(=O)Nc1ccc(S(=O)(=O)Nc2ncccn2)cc1 | 19.2% | -18.2% | 11.9% | . | . | . | . | -23.5% | -1.9%
2 | Cc1c(O)cc2c(c1O)C(=O)CC(c1ccccc1)O2 (configuration not stated) | -2.1% | -26.6% | -75.4% | i | -1.3% | 21.9 | -7.1% | -18.5% | 10.9%
3 | Fc1ccc(-c2nc3ccncc3[nH]2)cc1 | 23.9% | -9.6% | 36.8%[activator] | i | -19.0% | 0.0 | 0.9% | -1.4%[57.5 µM] | 0.0%
4 | O=[N+]([O-])c1ccc(NS(=O)(=O)c2cccc3cccnc23)cc1 | -9.4% | 13.5% | 9.6% | i | -7.8% | -11.5 | 9.4% | -74.0%[inhibitor] | 12.3%
5 | CCOC(=O)C1=C(COC(=O)c2ccco2)NC(=O)NC1CC (configuration not stated) | 12.6% | 1.2% | 3.5% | i | -0.9% | 17.4 | 6.9% | i | 19.9%
6 | CCOC(=O)CC1C(=O)NCCN1C(=O)c1ccc(Cl)cc1 (configuration not stated) | 22.8% | -24.0% | 17.6% | i | -11.2% | 0.0 | 1.0% | -13.4% | -25.9%
7 | COc1ccc(OCC(=O)Nc2cccc3cccnc23)cc1 | 23.1% | -1.6% | 0.3% | . | . | 37.8 | 19.2% | i | 12.6µM*
8 | Cc1ccn2c(Nc3ccc4c(c3)OCCO4)c(-c3ccc(C)o3)nc2c1 | 13.7% | 14.8% | -21.6% | . | . | . | . | -23.1% | 19.5%
9 | CC1CCN(C(=O)CSc2nnc(CNC(=O)c3ccc(F)cc3)o2)CC1 | . | 1.8% | 7.9% | i | 0.4% | 0.5 | -6.0% | -7.9% | 22.4%
10 | CC(=O)c1cccc(NC(=O)c2ccc(S(=O)(=O)N3CCCC3)cc2)c1 | 7.0% | 3.4% | 13.5% | i | 2.4% | -16.0 | 18.4% | -4.0% | 6.7%
11 | CC1=C(C#N)C(c2ccccc2)C2=C(N1)c1ccccc1C2=O (configuration not stated) | . | 14.1% | 4.1% | i | -1.8% | -17.9 | -0.1% | -3.4% | 24.2%
12 | CN(CCOc1ccc(Cl)cc1)C(=O)C1CCN(C(=O)c2ccc(Cl)cc2)CC1 | . | -8.9% | ? | i | 8.0% | -2.8 | 0.2% | -71.9%[inhibitor] | 28.6%
13 | CCCc1nnc(NC(=O)CCC(=O)N2CCN(S(=O)(=O)c3ccc(C)cc3)CC2)s1 | 6.9% | -1.2% | -1.8% | i | 17.2% | 22.4 | 0.4% | -4.7% | 0.5%
14 | Cc1cc(C(=O)N/N=C2\CCCc3ccccc32)c(C)o1 | -5.3% | -3.8% | -6.3% | i | -4.3% | -14.6 | 7.0% | i | 13.6%
15 | O=C(COCc1cc(-c2ccc(F)cc2)on1)Nc1cc(Cl)cc(Cl)c1 | -13.5% | -9.7% | 18.7% | . | . | . | . | -75.7%[inhibitor] | 12.9%
16 | O=S(=O)(c1ccccc1)c1nc(NC2CC2)sc1Cl | 0.3% | 12.2% | -2.2% | i | 4.1% | 13.9 | 5.4% | -27.6% | ?
17 | C[C@@H]1CCCCO[C@H](CN(C)C(=O)c2ccccc2)[C@@H](C)CN([C@H](C)CO)C(=O)c2cc(NC(=O)NC3CCCCC3)ccc2O1 | ? | -4.6% | 17.1% | i | -3.1% | 26.2 | -3.4% | -16.9% | 17.8%
18 | COc1ccccc1N1CCN(C/C(O)=C(\C#N)c2nc(-c3ccccc3)cs2)CC1 | 10.3% | -9.7% | -29.6% | i | -0.8% | 19.1 | -3.7% | -2.1% | -4.0%
19 | O=S(=O)(CCN1CCOCC1)c1ccc(OC(F)(F)F)cc1 | -2.6% | -9.3% | -14.8% | i | 2.4% | -0.6 | -2.2% | i | 5.4%
20 | CCN(CC(=O)NCCc1ccccc1)S(=O)(=O)c1ccccc1 | 7.1% | 3.2% | 0.7% | i | 0.8% | 12.7 | 3.7% | i | 12.3%
21 | Cc1nnn(C23CC4CC(CC(C4)C2)C3)n1 | 12.5% | -6.4% | -7.8% | i | -2.6% | 15.9 | 5.2% | i | -10.3%
22 | O=C(CSc1nnc2ccc(-c3ccccc3)nn12)NCC1CCCO1 (configuration not stated) | 3.6% | -0.3% | 5.9% | i | 3.9% | 0.7 | 2.3% | -2.7% | -3.6%
23 | O=C(NCc1cccc(F)c1)C1CCN(S(=O)(=O)Cc2ccccc2)CC1 | -2.8% | 8.3% | 19.5% | i | 5.5% | 5.9 | -11.0% | i | -0.7%
24 | CCOC(=O)CNc1nc(Cl)c(C#N)s1 | -7.3% | 12.9% | 13.5% | i | -1.5% | 6.8 | -0.2% | 19.4% | 15.7%
25 | Cc1cccc(C2c3[nH]c4ccccc4c3CCN2C(=O)c2cc3c([nH]c2=O)CCCC3)n1 (configuration not stated) | 23.0% | 2.2% | ? | i | 8.1% | -1.6 | -0.2% | -0.4% | 14.3%
26 | O=C(Nc1ccc2nc(SCc3ccccc3)sc2c1)c1cccc(F)c1 | 0.5% | -8.6% | -13.9% | . | . | . | . | -4.8% | 0.6%
27 | COC(=O)c1cc2oc(C)cc2n1Cc1cccc(Cl)c1 | 15.2% | -2.1% | ? | . | . | . | . | i | 6.8%
28 | O=C(O)c1ccc2c(c1)C(=O)N(c1cc([N+](=O)[O-])ccn1)C2=O | -10.3% | 2.2% | 6.9% | i | 0.5% | 0.9 | -3.3% | -10.9% | -1.3%
29 | CN(C(=O)c1ccccc1)c1nc2ccccc2s1 | -19.3% | -23.3% | ? | i | -14.3% | ? | -9.9% | -43.8%[inhibitor][57.5 µM] | ?
30 | COc1ccc(C(=O)NCc2ccc3c(c2)CCN3C(=O)c2cccc(C)c2)cc1OC | 3.1% | -12.3% | 14.4% | . | . | . | . | ? | -3.8%
31 | COc1ccccc1-c1nnc(NC(=O)c2cccc(N3C(=O)CCC3=O)c2)o1 | 19.7% | 0.0% | 0.2% | i | -0.6% | 5.0 | 3.8% | i | 9.2%
32 | Cc1ccc(C(=O)Nc2ccc3oc(-c4ccccc4C)nc3c2)cc1 | -17.8% | 4.8% | -11.2% | . | . | . | . | -28.8% | ?
33 | O=C1NC[C@@H](Cc2cccc3ccccc23)N(CCC23CC4CC(CC(C4)C2)C3)C1=O | -21.3% | -12.0% | 17.4% | i | -0.3% | ? | -5.9% | 11.9% | -34.3%[inhibitor]
34 | Nc1nc(N)nc(COc2ccccc2)n1 | 14.9% | 9.0% | 8.9% | i | -2.8% | -2.3 | 14.4% | -1.5% | -15.4%
35 | Cc1ccc(CNS(=O)(=O)c2ccc3c(c2)NC(=O)CS3)cc1 | -14.8% | -7.4% | 10.0% | . | -5.8% | -13.8 | -4.3% | -67.2%[inhibitor] | 3.7%
36 | O=C(O)CC(NNC(=O)c1ccccc1)C(=O)Nc1cccc([N+](=O)[O-])c1 (configuration not stated) | -6.1% | 15.0% | 4.7% | i | 0.2% | -15.0 | -2.2% | i | -4.2%
37 | Cc1nc2c(-c3ccccc3)c(C)[nH]n2c(=O)c1Cl | . | 8.3% | 0.0% | i | 1.1% | -20.3 | -12.6% | -14.4% | -8.2%
38 | CC(/C=C/c1ccco1)=N\NC(=O)c1cc(C)[nH]n1 | ? | 5.1% | 4.7% | i | 3.1% | -1.8 | -1.0% | i | -14.7%
39 | Cc1ccc(C(C)C)cc1OCCN1CCCC1 | 7.5% | 0.5% | -7.2% | i | -0.1% | ? | 0.3% | i | 6.3%
40 | CC(C(=O)N1CCCC1)c1ccc([N+](=O)[O-])cc1 (configuration not stated) | -14.5% | -2.9% | 30.5%[activator] | i | -6.1% | 3.0 | 1.1% | i | -17.6%

(listing goes on)
Every second line gives: FUS suppressor | Abeta yeast res | GLP-1R inv ag | pAkt inh | aSyn yeast inh | DRD3 antagonist | GLP1R ag | PTHR1 ag | TDP43 rescue
#41 CCOC(=O)C1CCN(c2ncnc3c2c(-c2ccccc2)cn3-c2cccc(C)c2)CC1
  39.0% | 11.3% | ? | . | . | . | . | -9.3% | 14.6%
#42 N#C/C(C(=O)N1CCOCC1)=C1/SC(Cc2ccccc2Cl)C(=O)N1c1ccccc1 (configuration not stated)
  26.3% | -7.0% | 5.1% | i | -7.4% | -20.8 | -4.5% | -17.7% | -11.1%
#43 COc1ccc2cc(C(=O)N(C)CC(=O)Nc3ccccc3Br)ccc2c1
  34.2% | -14.5% | ? | i | 13.8% | -2.0 | 22.8% | -16.8% | ?
#44 CC(C)(C)NC(=O)C1c2ccccc2OCC(=O)N1Cc1ccc2c(c1)OCO2 (configuration not stated)
  -0.2% | -6.0% | 7.4% | i | 0.2% | -12.3 | 3.2% | ? | 14.7%

3 entries from above, screen by screen.
41: CCOC(=O)C1CCN(c2ncnc3c2c(-c2ccccc2)cn3-c2cccc(C)c2)CC1
43: COc1ccc2cc(C(=O)N(C)CC(=O)Nc3ccccc3Br)ccc2c1
44: CC(C)(C)NC(=O)C1c2ccccc2OCC(=O)N1Cc1ccc2c(c1)OCO2 (configuration not stated)

assay / compound	41	43	44
FUS suppressor	39.0%	34.2%	-0.2%
Abeta yeast res	11.3%	-14.5%	-6.0%
GLP-1R inv ag	?	?	7.4%
pAkt inh	.	i	i
aSyn yeast inh	.	13.8%	0.2%
DRD3 antagonist	.	-2.0	-12.3
GLP1R ag	.	22.8%	3.2%
PTHR1 ag	-9.3%	-16.8%	?
TDP43 rescue	14.6%	?	14.7%

From PubChem
